RXFP1 antagonist = qHTS Assay for Antagonists of the Relaxin Receptor RXFP1 | actives 0.59% (n = 350,000) | HEK293-RXFP1, relaxin-stimulated cAMP HTRF, 30 min; hits give low values | activity change, negative = inhibition, % at 57.5 µM | Relaxin receptor 1 (Homo sapiens), Q9HBX9;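 active = activity change of -60% or lower, but not beyond a set lower limit; inconclusive = change between -60% and -40%, or beyond the set limit; inactive = change above -40%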; also: % is scaled to controls: 0 for no effect and ±100 for the full control effect
BLM inh = qHTS Assay for Inhibitors of Bloom's syndrome helicase (BLM); RecQ-like DNA helicase BLM (Homo sapiens), P54132; recombinant BLM DNA unwinding, fluorescence dequenching; Potency, µM (titrated, usually from 56.1 µM), inactives show at the highest dose activity change, negative = inhibition, actives largely listed as inhibitors; actives 0.2% (n = 350,000);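 also: potency is read from the fitted curve at half-maximal effect; plate controls were vehicle for no effect and no enzyme for full effect; nearly all actives have a fitted effect of over 35% in size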
Target sequence (P54132 whole entry, looked up): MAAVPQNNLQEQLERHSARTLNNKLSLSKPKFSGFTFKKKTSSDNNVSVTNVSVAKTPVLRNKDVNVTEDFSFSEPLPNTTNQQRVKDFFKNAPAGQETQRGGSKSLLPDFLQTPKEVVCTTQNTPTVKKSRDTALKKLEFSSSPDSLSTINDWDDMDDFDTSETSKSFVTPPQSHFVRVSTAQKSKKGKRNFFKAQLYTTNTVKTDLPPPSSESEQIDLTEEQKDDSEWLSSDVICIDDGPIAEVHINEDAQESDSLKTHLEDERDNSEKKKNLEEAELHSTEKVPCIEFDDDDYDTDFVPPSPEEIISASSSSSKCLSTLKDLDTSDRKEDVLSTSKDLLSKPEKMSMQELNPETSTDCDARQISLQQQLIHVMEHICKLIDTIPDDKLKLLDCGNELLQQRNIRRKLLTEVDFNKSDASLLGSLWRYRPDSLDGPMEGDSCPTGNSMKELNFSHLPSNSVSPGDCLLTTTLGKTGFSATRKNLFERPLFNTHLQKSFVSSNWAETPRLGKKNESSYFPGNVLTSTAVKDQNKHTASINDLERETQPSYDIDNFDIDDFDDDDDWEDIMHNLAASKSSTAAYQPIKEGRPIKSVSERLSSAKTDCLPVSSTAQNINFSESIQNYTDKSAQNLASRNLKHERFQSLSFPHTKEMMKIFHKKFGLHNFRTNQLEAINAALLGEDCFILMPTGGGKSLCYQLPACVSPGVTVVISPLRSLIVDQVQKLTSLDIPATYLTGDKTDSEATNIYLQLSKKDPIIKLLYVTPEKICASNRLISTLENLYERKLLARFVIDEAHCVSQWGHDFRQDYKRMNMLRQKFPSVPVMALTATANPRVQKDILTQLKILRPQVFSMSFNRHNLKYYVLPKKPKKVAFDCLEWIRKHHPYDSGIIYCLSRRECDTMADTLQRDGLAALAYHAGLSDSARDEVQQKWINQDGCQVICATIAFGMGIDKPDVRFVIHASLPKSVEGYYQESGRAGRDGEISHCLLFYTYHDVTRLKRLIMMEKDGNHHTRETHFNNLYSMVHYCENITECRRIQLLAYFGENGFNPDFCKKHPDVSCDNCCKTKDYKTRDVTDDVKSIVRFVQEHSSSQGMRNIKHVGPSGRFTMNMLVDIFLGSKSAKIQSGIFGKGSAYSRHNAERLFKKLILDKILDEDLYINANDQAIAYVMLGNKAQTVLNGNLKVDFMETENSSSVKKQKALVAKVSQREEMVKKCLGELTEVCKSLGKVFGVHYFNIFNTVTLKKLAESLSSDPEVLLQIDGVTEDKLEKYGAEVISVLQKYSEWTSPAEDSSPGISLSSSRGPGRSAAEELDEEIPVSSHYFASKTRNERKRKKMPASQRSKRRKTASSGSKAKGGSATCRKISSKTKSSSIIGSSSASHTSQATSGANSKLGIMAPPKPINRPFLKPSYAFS
Pol beta inh = qHTS Assay for Inhibitors of DNA Polymerase Beta; P06746; Pol beta primer extension/strand displacement, fluorescence kinetic; Potency, µM (doses to about 114 µM), without a hit: at the highest dose activity change, negative = inhibition, hits mostly inhibitors; actives 1.3% (n = 340,000); AID 485314, 2010; also: potency is read from the fitted curve at half-maximal effect; % is scaled to controls: 0 for no effect and ±100 for the full control effect
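Pol beta (10 nM) and compounds were preincubated 15 min at room temperature, then 50 nM substrate (final) started primer extension/strand displacement. Reads were taken at 0 and 10 min; concentration-response data were fitted to a four-parameter Hill equation.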
APEX1 inh = qHTS Assay for Inhibitors of the Human Apurinic/apyrimidinic Endonuclease 1 (APE1). AID 2517, 2012. recombinant APE1, TAMRA/BHQ-2 abasic DNA cleavage fluorescence. DNA repair nuclease/redox regulator APEX1 (Homo sapiens), P27695. actives 0.35% (n = 350,000). Potency, µM (doses to about 65.8 µM), for the others: top-dose activity change, negative = inhibition, most hits filed as inhibitors;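 also: potency is read from the fitted curve at half-maximal effect; plate controls were vehicle for no effect and reference inhibitor for full effect; nearly all actives have a fitted effect of over 55% in size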
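Readout is kinetic fluorescence (ex 525, em 598 nm) from cleavage of 50 nM TAMRA/BHQ-2 THF abasic duplex by 0.75 nM APE1, compound added 15 min beforehand at RT.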
Pol iota inh = qHTS for Inhibitors of Polymerase Iota. Potency, µM (top dose mostly 115 µM), for the others: at the top dose activity, negative = inhibition, hits mostly inhibitors. Pol iota fluorescent replication assay, 10 min. DNA polymerase iota (Homo sapiens), Q9UNA4. actives 1% (n = 390,000); also: potency is read from the fitted curve at half-maximal effect
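Pol iota at 10 nM preincubated 15 min with compounds at room temperature; reaction started with fluorescent substrate, 50 nM final. Fluorescence read kinetically at 0 and 10 min; buffer-only wells as negative control.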
Pol eta inh = qHTS for Inhibitors of Polymerase Eta. recombinant Pol eta, fluorescent DNA replication assay. Potency, µM (titrated, usually from 114 µM), for the others: top-dose activity change, negative = inhibition, most hits filed as inhibitors. actives 1.2% (n = 390,000). AID 588591, 2011; also: potency is read from the fitted curve at half-maximal effect; % is scaled to controls: 0 for no effect and ±100 for the full control effect
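Fluorescent replication assay: 50 nM final substrate added after a 15 min room-temperature compound preincubation with 10 nM enzyme. Signal taken at 0 min and again at 10 min.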
Pol kappa inh = qHTS for Inhibitors of Polymerase Kappa. DNA polymerase kappa (Homo sapiens), Q9UBT6. purified Pol kappa, fluorescent DNA synthesis assay, 10 min. Potency, µM (series often up to 107 µM), without a hit: at the highest dose activity, negative = inhibition, actives largely listed as inhibitors. actives 0.53% (n = 400,000). AID 588579, 2011; also: potency is read from the fitted curve at half-maximal effect; % is scaled to controls: 0 for no effect and ±100 for the full control effect
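First, compounds were pin-transferred onto 10 nM Pol kappa. After 15 min at room temperature, substrate was added to 50 nM final. Fluorescence was then measured kinetically at 0 and 10 min.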
Tb PGK inh = qHTS Assay to Find Inhibitors of Phosphoglycerate Kinase; Phosphoglycerate kinase, glycosomal (Trypanosoma brucei brucei), P07378; PGK/GAPDH coupled, Kinase-Glo luminescence, 60 min; Potency, µM (top dose mostly 57.5 µM), for inactives: top-dose activity change, negative = inhibition, usual class: inhibitors; actives 0.043% (n = 380,000); AID 602233, 2012; also: potency is read from the fitted curve at half-maximal effect; % is scaled to controls: 0 for no effect and ±100 for the full control effect; nearly all actives have a fitted effect of over 60% in size
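Recombinant glycosomal PGK reaction used 1,3-bisphosphoglycerate generated in-well by GAPDH (100nM final) in 100mM TEA pH 7.6, 5mM MgCl2, 0.01% Tween-20. After 60 minutes at room temperature, ATP was read by Kinase-Glo Plus luminescence end-point.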
Anesthetic bind = qHTS Assay for Identification of Novel General Anesthetics; Ferritin light chain (Equus caballus), P02791; actives 0.074% (n = 350,000); Potency, µM (top dose mostly 77.5 µM), for inactives: at the top dose activity change, negative = displacement, actives largely listed as inhibitors; apoferritin/1-aminoanthracene competitive binding, fluorescence; AID 485281, 2010; also: potency is read from the fitted curve at half-maximal effect; % is scaled to controls: 0 for no effect and ±100 for the full control effect; nearly all actives have a fitted effect of over 20% in size
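Probe: 1-aminoanthracene (50% saturated, PBS). Protein: horse-spleen apoferritin, 10 uM. Incubation: 10 min, room temperature. Detection: 380 nm excitation, 535 nm emission. Analysis: normalized response, four-parameter Hill.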
* marks the source's active call; other numbers are inactive results; i = inactive; ? = inconclusive; · = no result given; & = joins results of further samples; [ ] = another dose, or the depositor's remark. Unless noted, calls follow the shape of the dose curve; as a rule, active = well fitted curve in the direction sought with a large enough effect; inconclusive = small, poorly fitted or top-dose-only effect, or another doubt; inactive = no such curve, though single readings can be large; an effect the other way counts as inactive or inconclusive.

SMILES	RXFP1 antagonist	BLM inh	Pol beta inh	APEX1 inh	Pol iota inh	Pol eta inh	Pol kappa inh	Tb PGK inh	Anesthetic bind
CCOC(=O)CC(=O)CSc1nc(CC)c(C)cc1C#N	2	1%	43%	7%	53%[activator]	-3%	-13%	-2%	18%
COC(=O)c1ccc(NC(=O)c2cccc(N3C(=O)CCC3=O)c2)cc1	8	·	·	-6%	60%[activator]	-16%	-12%	-2%	·
COc1ccc(CN(C)C(=O)C2CSC3(C)CCC(=O)N23)cc1OC (stereo not given)	6	·	·	18%	-13%	-6%	-5%	-7%	·
O=C(NCc1c[nH]c2ccccc12)c1ccccc1	3	·	·	·	24%	-19%	-4%	-7%	·
COC(=O)c1c(C)oc2c1cc(NS(=O)(=O)c1ccc(C(=O)O)cc1)c1ccccc12	·	-13%	-3%	14%	?	?	-18%	-8%	-20%
CC1(C)CC(=O)C(C(C2=C(O)CC(C)(C)CC2=O)c2ccc(Br)s2)C(=O)C1 (stereo not given)	-99*	-4%	-1%	-1%	?	-3%	-3%	-8%	?
Cc1cnc(C(=O)OCC(=O)Nc2ccc(C)c(S(=O)(=O)N3CCCCC3)c2)cn1	-2	3%	4%	14%	?	-2%	-9%	-1%	-14%
O=C(Cn1nnc(-c2ccccc2)n1)c1ccccc1	16	-4%	3%	-1%	-4%	-11%	-9%	·	?
O=C(NCC(=O)N(c1cccc(F)c1)C(C(=O)NC1CCCC1)c1ccncc1)c1cccs1 (stereo not given)	1	0%	17%	8%[12.4 µM]	122%[activator]	-14%	-13%	6%	2%
COc1ccc(-c2nnc(C(C)Nc3cccc(C(=O)NC4CC4)c3)o2)cc1 (stereo not given)	4	·	·	25%	48%[activator]	-9%	1%	6%	·
Cc1c(C(=O)N2CCOCC2)sc(NC(=O)C(C)C)c1C#N	-7	-1%	1%	48%[activator]	41%[activator]	-11%	6%	-5%	-3%
COCCN(C(=O)CSc1nc2nc(C)cc(C)n2n1)c1c(N)n(Cc2ccccc2)c(=O)[nH]c1=O	-10	-2%	-22%	-8%	83%[activator]	-11%	-1%	i	-3%
N#CCSCC(=O)Nc1ccc(Cl)cc1	-6	-3%	-1%	4%	-24%[58.9 µM]	-12%	-5%	i	-13%
CCCN1CCCc2cc(CN(CCCN3CCOCC3)C(=O)Nc3ccc(CC)cc3)ccc21	-22	-4%	2%	·	-19%	-13%	-17%[60.1 µM]	5%	-17%
COC(=O)c1cc2c(ccn2-c2ccc(F)cc2)n1Cc1ccc(OC(C)=O)cc1	-11	-1%	-1%	0%	28%	-29%	-15%	0%	3%
Cc1ccc(C2OC34CCCCCC3C(C#N)(C(=N)O4)C2(C#N)C#N)cc1 (stereo not given)	-7	-8%	-1%	2%	74%[activator]	-21%	-8%	-4%	367%[activator]
O=C(C1CCCN(S(=O)(=O)c2ccc(Br)s2)C1)N1CCN(c2ccccc2)CC1 (stereo not given)	6&0	-6%&-5%	2%&2%	6%	42%&31%[activator]	?	-1%&-16%	9%&6%	-7%&8%
CCCC(C(=O)NCc1ccco1)N(C(=O)CNS(=O)(=O)c1ccc(Cl)cc1)C1CCCC1 (stereo not given)	-5	-11%	-1%	-7%	-8%	?	-13%	-11%	-21%
CCC(C)NC(=O)c1ccc(C2SCC(=O)N2Cc2ccccc2)cc1 (stereo not given)	11	-11%	-15%	4%	14%	-1%	-5%	-4%	-17%
c1cncc(-c2nc(-c3ccco3)cs2)c1	7	-21%	7%	25µM*	?	8%	-37%	2%	-16%
C/C=C(\C)C(=O)N1CC2(CC(c3cccc(NC(=O)CCCCC)c3)=NO2)C[C@@H]1C(N)=O (stereo not given in full)	·	0%	-2%	-2%	-29%	-3%	4%	-20%	-5%
CC(=O)OCC(=O)[C@@]1(O)CCC2C3CCC4=CC(=O)CCC4(C)C3C(=O)CC21C (stereo not given in full)	2	-1%	-1%	-10%	2%	-12%	11%	0%	1%
O=C1CCCC(O)=C1C1C2=C(CCCC2=O)OC2=C1C(=O)CCC2	-1	0%	1%	-4%	-14%	-7%	2%	-7%	-17%
Cc1ccc(-c2n[nH]c(=O)c3ccccc23)cc1S(=O)(=O)Nc1ccccc1	-9	-1%	-28%[57.1 µM]	-16%	10%	-16%	-6%	5%	6%
Cc1ccc(NC(=O)CN2C(=O)COc3ccc(S(=O)(=O)NC4CCCC4)cc32)c(Cl)c1	0	-1%	8%	·	-16%	-7%	0%	i	-4%
Cc1oc2c(CN3CCCC3)c(O)ccc2c(=O)c1Oc1ccccc1Br	8	-3%	34%	-2%	6%	-5%	-8%	6%	225%[activator]
Cc1cnc(CNc2ncncc2-c2ccccc2C(F)(F)F)cn1	·	4%	·	0%	·	·	-7%[60.1 µM]	·	-5%
CCCNC(=O)C(Cc1ccc(OC)cc1)NC(=O)c1ccc(C#N)cc1 (stereo not given)	·	·	·	-10%	17%	-13%	-19%	8%	·
O=C(Nc1ccc(Cl)cc1)Nc1cccc(C(=O)O)c1	-23	3%	2%	0%	6%	-10%	-5%	-9%	0%
O=C(Nc1ccon1)C1CCN(S(=O)(=O)c2cccs2)CC1	6	2%	-13%	7%	2%	-9%	-15%	i	1%

Six compounds picked at random from the list so far, as already listed:
SMILES	RXFP1 antagonist	BLM inh	Pol beta inh	APEX1 inh	Pol iota inh	Pol eta inh	Pol kappa inh	Tb PGK inh	Anesthetic bind
Cc1ccc(C2OC34CCCCCC3C(C#N)(C(=N)O4)C2(C#N)C#N)cc1 (stereo not given)	-7	-8%	-1%	2%	74%[activator]	-21%	-8%	-4%	367%[activator]
Cc1ccc(NC(=O)CN2C(=O)COc3ccc(S(=O)(=O)NC4CCCC4)cc32)c(Cl)c1	0	-1%	8%	·	-16%	-7%	0%	i	-4%
CCCC(C(=O)NCc1ccco1)N(C(=O)CNS(=O)(=O)c1ccc(Cl)cc1)C1CCCC1 (stereo not given)	-5	-11%	-1%	-7%	-8%	?	-13%	-11%	-21%
O=C(C1CCCN(S(=O)(=O)c2ccc(Br)s2)C1)N1CCN(c2ccccc2)CC1 (stereo not given)	6&0	-6%&-5%	2%&2%	6%	42%&31%[activator]	?	-1%&-16%	9%&6%	-7%&8%
Cc1cnc(CNc2ncncc2-c2ccccc2C(F)(F)F)cn1	·	4%	·	0%	·	·	-7%[60.1 µM]	·	-5%
O=C(Nc1ccc(Cl)cc1)Nc1cccc(C(=O)O)c1	-23	3%	2%	0%	6%	-10%	-5%	-9%	0%

Further entries:
SMILES	RXFP1 antagonist	BLM inh	Pol beta inh	APEX1 inh	Pol iota inh	Pol eta inh	Pol kappa inh	Tb PGK inh	Anesthetic bind
COc1cc(/C=C/C(=O)OCC(=O)Nc2oc(C)c3c(C)n[nH]c(=O)c23)ccc1OC(F)F	-6	·	·	32%	-6%	-6%	0%	0%	·
Cc1onc(-c2c(F)cccc2Cl)c1C(=O)Nc1ccc(S(=O)(=O)N2CCOCC2)cc1	2	·	·	17%	71%[activator]	-22%	-3%	i	·
COC(=O)c1cn(C(=O)c2ccc(OC)cc2)c2ccccc12	6	-16%	-21%	45%	2%	-2%	-12%	4%	?
COC(=O)c1sccc1NC(=O)c1ccc(C)o1	-7	0%	16%	-1%	18%	-13%	7%	-7%	-23%
O=C(N/C(=C\c1ccco1)C(=O)N1CCCCC1)c1ccc([N+](=O)[O-])cc1	-7	·	·	30%	10%	-13%	-4%	-1%	·
CCOC(=O)C1=C(C)NC(=O)NC1c1ccc(NC(C)=O)cc1 (stereo not given)	-3	-3%	-1%	-3%	?	8%	0%	i	-9%
O=C(O)C1=C[C@@H](c2coc3ccccc3c2=O)C[C@@H](OCCCCO)O1	·	-5%	-1%	2%	4%	-8%	-16%	1%	2%
COc1cccc(OC)c1OCCN1CCN(C(c2ccccc2)c2ccccc2)CC1	-22	-10%	-1%	9%	?	-6%	-19%	-1%	1%
O=C(NNc1ccc(Cl)nn1)c1ccc(Cl)cc1	1	-1%	?	1%	?	-11%	-5%	-3%	-8%
Clc1ccccc1CSc1nnc(-c2cccnc2)n1Cc1ccco1	-2	-1%	64%	12%	-8%	-2%	-22%	0%	-12%
CCn1cc(CN2CCC(n3nccc3NC(=O)C3CCCC3)CC2)c(C)n1	-28	0%	45%	6%	25%	-4%	-10%	3%	-3%
O=C(CCSc1nnc2scc(-c3ccccc3)n12)Nc1nc(-c2ccccc2)ns1	-8	-1%	40%	-5%	4%	-12%	3%	-2%	-18%

Three of the compounds above, with each value named:
structure: O=C(O)C1=C[C@@H](c2coc3ccccc3c2=O)C[C@@H](OCCCCO)O1
  RXFP1 antagonist = ·	BLM inh = -5%	Pol beta inh = -1%	APEX1 inh = 2%	Pol iota inh = 4%	Pol eta inh = -8%	Pol kappa inh = -16%	Tb PGK inh = 1%	Anesthetic bind = 2%
structure: COc1cccc(OC)c1OCCN1CCN(C(c2ccccc2)c2ccccc2)CC1
  RXFP1 antagonist = -22	BLM inh = -10%	Pol beta inh = -1%	APEX1 inh = 9%	Pol iota inh = ?	Pol eta inh = -6%	Pol kappa inh = -19%	Tb PGK inh = -1%	Anesthetic bind = 1%
structure: O=C(NNc1ccc(Cl)nn1)c1ccc(Cl)cc1
  RXFP1 antagonist = 1	BLM inh = -1%	Pol beta inh = ?	APEX1 inh = 1%	Pol iota inh = ?	Pol eta inh = -11%	Pol kappa inh = -5%	Tb PGK inh = -3%	Anesthetic bind = -8%

Looked up above:
O=C(NNc1ccc(Cl)nn1)c1ccc(Cl)cc1 in APEX1 inh: 1%
O=C(CCSc1nnc2scc(-c3ccccc3)n12)Nc1nc(-c2ccccc2)ns1 in Pol beta inh: 40%
COc1cccc(OC)c1OCCN1CCN(C(c2ccccc2)c2ccccc2)CC1 in BLM inh: -10%

This is a subset; the hit share may differ from the screen's.
